aDG glyco up = increases alpha dystroglycan glycosylation. Pro5-aDG cells, alpha-DG glycosylation AlphaScreen (IIH6); 0% Pro5, 100% B10-LARGE cell signal. activation, % at 10 µM. hit rate 0.22% among 360,000;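 active = activation of at least 8% versus controls, or a plate z-score of at least 8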;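 note: Pro5 are CHO cells carrying HIG-tagged alpha-DG that lacks glycosylation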
Peg3 prom inh = reduces Peg3 promoter-driven luciferase expression in HeLa; AID 588405; hit rate 1.7% among 360,000; HeLa PEG-Prom luciferase reporter, luminescence, overnight; inhibition, % at 20 µM;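 active = inhibition of at least 50% at 20 µM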
PDI turbidity = inhibitors of human protein disulfide isomerase; inhibition, % at 10 µM; hit rate 0.052% among 350,000; P07237; PDI insulin aggregation turbidity, A650, 90 min;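 active = mean inhibition across replicates of 30% or more, whatever share of single replicates reach that level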;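 note: absorbance from insulin aggregation driven by PDI reduction with DTT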
Exocytosis inh = blocks lytic granule exocytosis; AID 651702; hit rate 0.66% among 360,000; inhibition, % at 10 µM; TALL-104 LAMP-1 surface exposure, flow cytometry; cells stimulated with thapsigargin and PMA;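 active = inhibition above about 55%, limit read from the data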
CaV13 FRET inh = Primary screen for inhibitors of IQ motif and Ca2+-dependent inactivation inhibitor domain binding in CACNA1D, Förster resonance energy transfer in living cells, … | HEK cells, CFP/YFP FRET ICDI-IQ, plate reader, 10 min; percent FRET-ratio fall versus neutral wells | hit rate 0.098% among 340,000 | inhibition, % at 12.3 µM;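 active = mean replicate inhibition of at least 30% and at least 1% of replicates passing that level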;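 note: 0% = median of the neutral control wells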
Vif imaging = HIV Vif inhibition; HEK293T cells, Vif self-association by quenched fluorescence, imaging, 24 h; inhibition, % at 7.49 µM; hit rate 0.35% among 340,000; AID 602346; in the data active = inhibition above about 50%, passing the limit was not always enough; note: some results filed as inactive read as strong as hits
NR2E3 ag-1 = activates human photoreceptor nuclear receptor NR2E3; Q9Y5X4; GST-NR2E3/biotin-RetCOR TR-FRET, 1536-well; inhibition of corepressor binding, % at 4.78 µM; hit rate 0.12% among 320,000; AID 2300;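 active = percent inhibition above the cutoff of mean plus 3 SD of all tested compounds, set per screening campaign, cut at about 20% in these data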;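 note: 0% = DMSO wells and 100% = biotin wells as full block of FRET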
Target sequence (Q9Y5X4 whole entry, looked up): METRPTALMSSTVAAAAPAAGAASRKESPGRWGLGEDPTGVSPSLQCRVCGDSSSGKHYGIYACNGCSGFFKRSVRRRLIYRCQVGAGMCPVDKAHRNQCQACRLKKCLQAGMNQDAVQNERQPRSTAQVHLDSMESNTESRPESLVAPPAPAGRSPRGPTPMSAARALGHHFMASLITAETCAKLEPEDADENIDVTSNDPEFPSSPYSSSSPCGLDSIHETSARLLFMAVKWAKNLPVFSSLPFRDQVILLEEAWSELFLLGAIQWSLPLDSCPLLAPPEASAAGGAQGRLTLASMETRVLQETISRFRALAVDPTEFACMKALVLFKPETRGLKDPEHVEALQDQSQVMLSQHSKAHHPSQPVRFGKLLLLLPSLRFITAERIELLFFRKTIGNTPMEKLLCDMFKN
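System: GST-tagged NR2E3 plus biotinylated RetCOR corepressor; Amount: 1.35 nM GST-tagged NR2E3 final; Dosing: single nominal compound dose of 4.8 µM; Schedule: 5 h incubation at 4 °C; Technique: TR-FRET with europium anti-GST and streptavidin-D2, 340 nm excitation; Controls: biotin wells as high control, 0.6% DMSO wells as low control.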
NR2E3 ag-2 = activates human NR2E3 receptor; Q9Y5X4; CHO-S Gal4-NCOR/VP16-NR2E3 two-hybrid, luciferase; inhibition of corepressor binding, % at 3.98 µM; hit rate 0.35% among 360,000; AID 602229;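 active = inhibition above the mean of all tested compounds plus 3 SD, cut at about 70% in these data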;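 note: 0% = DMSO with NR2E3 transfected cells and 100% = cells lacking NR2E3 construct; higher means lower luciferase signal from less NR2E3 corepressor binding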
TRPM1 prom inh = inhibitors of MITF-driven TRPM1 promoter in melanoma cells | hit rate 0.83% among 330,000 | inhibition, % at 12.5 µM | AID 488899 | SK-MEL-5 TRPM1 promoter luciferase, 24 h;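 active = mean inhibition across replicates of 60% or more, whatever share of single replicates reaches that level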; note: values of inactives mirror those of a sister screen read the other way
HIF-2a inh = HIF-2a inhibition | 786-0 RCC cells HIF-2a reporter, luciferase luminescence, overnight | AID 624352 | hit rate 0.72% among 360,000 | inhibition, % at 18.8 µM;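 active = inhibition of the luminescence signal of 40% or more relative to plate controls, in a single-dose primary screen at 18.75 µM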
iPSC survival up = hiPSC single-cell survival enhancement. ATPlite luminescence; 100% = ROCK inhibitor wells, 0% = DMSO. survival enhancement, % at 20 µM. hit rate 0.044% among 360,000. AID 602274; in the data active = survival enhancement above about 18%;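 note: cells exposed to compounds for 16 hours before the ATP read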
* marks the source's active call; other numbers are inactive results; nt = not tested or not shown. An excerpt (hit frequency here may not be typical).

Results follow in this order: PDI turbidity, Exocytosis inh, iPSC survival up, NR2E3 ag-2, Peg3 prom inh, CaV13 FRET inh, aDG glyco up, NR2E3 ag-1, TRPM1 prom inh, HIF-2a inh, Vif imaging
[1] CC(=O)OCC(=O)[C@H]1CC[C@H]2[C@@H]3CC[C@H]4C[C@H](O)CC[C@]4(C)[C@H]3C(=O)C[C@]12C
    5, 6, -1.0, 16, -5, -5, -0.3, 2, 11, 5, 3
[2] CC(=NCc1ccc2c(c1)OCO2)c1c(O)n(-c2ccccc2)c(=O)[nH]c1=O
    10, 9, -0.5, 18, 8, -2, 0.1, 2, -22, -5, 15
[3] C/C(=N\NC(=O)c1ccccc1O)c1c(O)n(C2CCCCC2)c(=O)[nH]c1=O
    -12, 9, -0.1, -33, -18, -7, -0.3, -3, -8, -4, -3
[4] COc1cccc2c1cc([N+](=O)[O-])c1c(C(=O)O)cc3c(c12)OCO3
    nt, 10, -1.6, -21, -20, nt, -0.2, nt, 0, -20, -3
[5] Cc1ccc(CN2CCCC(C(=O)c3sccc3C)C2)o1 (stereo not given)
    7, -5, -0.5, -1, 14, 4, -0.2, 0, 1, 20, -2
[6] Cc1ccc(/C=C2/C(=O)NC(=O)N(C)C2=O)cc1
    4, 1, 0.9, -2, -3, -3, -0.4, -2, -7, 9, 9
[7] CN1CCN(c2ccc3nccnc3c2)CC1
    -1, 0, -0.6, -4, 18, -4, 0.0, 1, -10, 12, 13
[8] Cc1ccc2cccc(OC(=O)N(C)c3ccccc3)c2n1
    -10, -2, -1.6, -14, -32, -6, -0.1, 0, 6, 14, -20
[9] COCCO[C@H]1CCC2C3CC=C4C[C@@H](O)CC[C@]4(C)C3CC[C@@]21C (stereo not given in full)
    2, -20, -2.6, -22, 1, -5, 0.6, nt, 14, 1, -5
[10] O=C1NC(=O)C(=Cc2ccccc2Oc2ccc(F)cc2)C(=O)N1
    3, -4, 0.4, 6, 5, 4, -0.3, nt, 11, 6, -7
[11] Nc1ccc(N2CCN(Cc3ccccc3Cl)CC2)c(Cl)c1
    0, 8, -0.8, 5, -16, nt, -0.4, 3, -12, -35, 5
[12] N#CC1c2ccccc2-n2nncc2CN1S(=O)(=O)c1ccc(Cl)cc1 (stereo not given)
    -9, -1, -0.2, -3, -5, -7, -0.2, nt, -2, 11, nt
[13] CCOc1ccc(C(C)=O)cc1Cc1c(O)[nH]c(=S)[nH]c1=O
    8, -4, -0.7, -14, 5, -5, -0.1, nt, 9, 9, 9
[14] CNC(=O)Oc1cc2c(cc1C(C)(C)C)CCC2
    5, 5, 0.5, 6, 6, -5, -0.1, nt, -1, 9, -8
[15] CCn1c(O)c(N=Nc2cccc(S(=O)(=O)N3CCOCC3)c2)c(=O)n(CC)c1=S
    -1, 1, 0.3, 7, 10, -2, 0.1, 0, 13, -4, 5
[16] O=C(c1cccn2c(=O)c3ccc(Cl)cc3nc12)N1CCC2(CC1)OCCO2
    1, 2, 3.7, -5, 3, -7, -0.2, 0, -6, -5, 8
[17] CN(C)CCc1nn[nH]n1
    1, -1, 1.9, -38, 9, -8, 0.0, -2, 11, 20, -11
[18] Cc1ccc(S(=O)(=O)N[C@@H](CCCCN)C(=O)CCl)cc1
    8, -2, -2.3, -14, -3, -5, 0.0, -5, 2, -20, 6
[19] COc1ccc(C2SCC(=O)Nc3c2c(=O)[nH]n3C2CCCCC2)cc1 (stereo not given)
    -8, 0, 0.7, -16, 2, -4, -0.2, 0, -7, 12, -1
[20] C=CCN1C(=O)NC(=O)/C(=C/c2ccc(OC)c(CSc3ccccn3)c2)C1=O
    10, -7, -2.5, -6, 12, -1, -0.1, 2, 3, -6, 49

Three entries from above, set out differently.
(16) O=C(c1cccn2c(=O)c3ccc(Cl)cc3nc12)N1CCC2(CC1)OCCO2
(20) C=CCN1C(=O)NC(=O)/C(=C/c2ccc(OC)c(CSc3ccccn3)c2)C1=O
(19) COc1ccc(C2SCC(=O)Nc3c2c(=O)[nH]n3C2CCCCC2)cc1 (stereo not given)
Screen / compound no.,16,20,19
PDI turbidity,1,10,-8
Exocytosis inh,2,-7,0
iPSC survival up,3.7,-2.5,0.7
NR2E3 ag-2,-5,-6,-16
Peg3 prom inh,3,12,2
CaV13 FRET inh,-7,-1,-4
aDG glyco up,-0.2,-0.1,-0.2
NR2E3 ag-1,0,2,0
TRPM1 prom inh,-6,3,-7
HIF-2a inh,-5,-6,12
Vif imaging,8,49,-1

Random excerpt: 5 compounds from above
Results follow in this order: PDI turbidity, Exocytosis inh, iPSC survival up, NR2E3 ag-2, Peg3 prom inh, CaV13 FRET inh, aDG glyco up, NR2E3 ag-1, TRPM1 prom inh, HIF-2a inh, Vif imaging
[15] CCn1c(O)c(N=Nc2cccc(S(=O)(=O)N3CCOCC3)c2)c(=O)n(CC)c1=S
    -1, 1, 0.3, 7, 10, -2, 0.1, 0, 13, -4, 5
[1] CC(=O)OCC(=O)[C@H]1CC[C@H]2[C@@H]3CC[C@H]4C[C@H](O)CC[C@]4(C)[C@H]3C(=O)C[C@]12C
    5, 6, -1.0, 16, -5, -5, -0.3, 2, 11, 5, 3
[18] Cc1ccc(S(=O)(=O)N[C@@H](CCCCN)C(=O)CCl)cc1
    8, -2, -2.3, -14, -3, -5, 0.0, -5, 2, -20, 6
[7] CN1CCN(c2ccc3nccnc3c2)CC1
    -1, 0, -0.6, -4, 18, -4, 0.0, 1, -10, 12, 13
[20] C=CCN1C(=O)NC(=O)/C(=C/c2ccc(OC)c(CSc3ccccn3)c2)C1=O
    10, -7, -2.5, -6, 12, -1, -0.1, 2, 3, -6, 49

The listing continues.
Results follow in this order: PDI turbidity, Exocytosis inh, iPSC survival up, NR2E3 ag-2, Peg3 prom inh, CaV13 FRET inh, aDG glyco up, NR2E3 ag-1, TRPM1 prom inh, HIF-2a inh, Vif imaging
[21] COP(=O)(Cc1ccc(C#N)o1)OC
    0, 4, -0.2, -7, 12, -5, 0.0, 5, 0, 9, 6
[22] COc1cc(CN2CC3CC(C2)c2cccc(=O)n2C3)cc(OC)c1OC (stereo not given)
    -2, 5, 0.2, -18, 2, -8, 0.7, 0, 6, 15, 4
[23] CC(=O)Nc1ccc(C=C2C(=O)NC(=O)NC2=O)cc1
    17, 7, 0.4, 6, -9, -6, 0.2, nt, 4, -23, -5
[24] CCOP(=O)(OCC)C(NC(=O)c1cccc(C)c1)C(Cl)(Cl)Cl (stereo not given)
    2, 4, 0.1, 8, 14, -5, -0.2, 0, 0, 14, 22

Source: PubChem BioAssay (several laboratories)
